MEP2 TOR yeast: alters MEP2-GFP fluorescence in TOR pathway yeast screen; GFP response vs DMSO, % at 10 µM; S. cerevisiae MEP2-GFP strain, flow cytometry GFP, 3 h; 100% = DMSO control level; 330,000 compounds, 0.51% hits;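 active = GFP response versus DMSO above a set limit, roughly screen mean plus 3 SD, cut at about 180% in these data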;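 also: median GFP fluorescence of the barcode-gated MEP2-GFP cells per well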
ZTA counter: ZTA (EBV) inhibition in EBNA-1 counter-screen | P03206 | ZTA-DNA binding, fluorescence polarization | inhibition, % at 11 µM | 320,000 compounds, 0.15% hits | AID 2234; in the data active = inhibition above about 33%
procasp7 counter: activates human procaspase-7, counter-screen for procaspase-3 activators; recombinant procaspase-7, Ac-DEVD-pNA absorbance 405 nm; D23A/D198A/D206A triple mutant, cannot self-cleave; scale: DMSO 0, 5 µM enzyme 100; 330,000 compounds, 0.093% hits; P55210; activation, % at 8.5 µM;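 active = percent activation above the screen-wide mean plus 3 SD, cut at about 25% in these data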
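Assay system: Uncleavable procaspase-7 mutant enzyme / Input: 2 µM procaspase-7 mutant as dispensed / Dosing: single nominal 8.5 µM compound dose, 0.8% DMSO final / Timing: 1 h enzyme–compound preincubation and 2 h substrate reaction, both 25 °C / Detection: p-Nitroaniline absorbance at 405 nm, read at 0 and 120 min / Replication: singlicate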
procasp3 activ: activators of human procaspase-3; P42574; 330,000 compounds, 0.11% hits; recombinant procaspase-3 D3A, Ac-DEVD-pNA absorbance 405 nm; activation, % at 8.5 µM;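 active = activation above the mean of all tested compounds plus 3 SD, cut at about 21% in these data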;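 also: 0% = DMSO alone and 100% = DMSO wells spiked with extra 5 µM PC-3 D3A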
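Assay system: Procaspase-3 D3A mutant, all three cleavage aspartates alanine. Buffer or medium: Zinc-free HEPES saline buffer with Triton X-100. Times: 1 h compound preincubation, 2 h substrate hydrolysis at 25 °C. Measured by: 405 nm absorbance of p-nitroaniline, reads at 0 and 120 min. Read-out basis: percent activation relative to control range. Replicates: singlicate.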
LAP4 TOR yeast: yeast TOR pathway LAP4-GFP modulation; S. cerevisiae LAP4-GFP multiplex, flow cytometry GFP, 3 h; median GFP as percent of DMSO wells; GFP response vs DMSO, % at 10 µM; 320,000 compounds, 0.34% hits;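 active = GFP response vs DMSO above a set limit, about the screen mean plus 3 SD, cut at about 150% in these data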
EBNA-1 inh: blocks EBNA-1 binding to DNA. EBNA-1 DNA binding, fluorescence polarization. inhibition, % at 14.8 µM. 300,000 compounds, 0.34% hits; in the data active = inhibition above about 28%
RPL19A-GFP yeast: alters RPL19A-GFP fluorescence in TOR pathway yeast screen. S. cerevisiae RPL19A-GFP strain, flow cytometry, 3 h; active compounds read low. percent response vs DMSO, % at 10 µM. AID 2025. 330,000 compounds, 0.3% hits;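 active = percent response vs DMSO below 50%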;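 also: median channel GFP fluorescence of the barcoded RPL19A-GFP strain; ratio of sample median GFP to plate DMSO average so 100% = DMSO; lower means less RPL19A-GFP as with rapamycin TOR inhibition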
AHR act: activates the human aryl hydrocarbon receptor; P35869; AHR-responsive luciferase reporter cells, luminescence; activation, % at 5 µM; 320,000 compounds, 2.5% hits; in the data active = activation above about 47%;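 also: 0% = vehicle wells and 100% = reference agonist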
Active calls of the source: *; · = no result given.

SMILES	MEP2 TOR yeast	ZTA counter	procasp7 counter	procasp3 activ	LAP4 TOR yeast	EBNA-1 inh	RPL19A-GFP yeast	AHR act
COc1ccc(C(CNC(=O)c2oc3ccc(F)cc3c2C)N2CCCCC2)cc1 (stereo not given)	109	-7	5	5	94	-1	104	24
O=C(c1cccc(C(F)(F)F)c1)N1CCC(O)(CS(=O)(=O)Cc2ccc(Cl)cc2)CC1	110	3	3	-4	90	3	104	-2
COc1ccc(C(=O)C2CCN(CC(=O)NCc3ccccc3)CC2)cc1	101	0	1	5	107	-15	103	2
O=C(NCCc1ccccc1)c1n[nH]c(=O)c2ccccc12	99	-7	6	5	107	-1	107	4
O=C(CSC1=NC(=O)C(c2ccccc2)C(=O)N1)Nc1ccccc1[N+](=O)[O-] (stereo not given)	102	25	-5	-1	97	8	96	20
CCCC(=O)N1CC2(CCC)CN(C(=O)CCC)CC(CCC)(C1)C2=O	99	-13	9	3	96	-16	95	-2
Cc1ccccc1NC(=O)Nc1c(C)n(C)n(-c2ccccc2)c1=O	105	-5	1	10	110	13	104	8
COc1ccc(Cl)cc1N(CC(=O)NCC(C)C)S(=O)(=O)c1ccc(C)c([N+](=O)[O-])c1	97	0	6	7	89	-6	99	-3
CN(C)C(=O)/C(C#N)=C\c1cc(Br)c(Sc2ccc(Cl)cc2)o1	100	12	-6	-6	108	8	102	0
COC(=O)c1cccc(NC(=O)c2nn(C(C)C)c(=O)c3ccccc23)c1	104	-4	6	2	103	-1	98	4
C=CC1=C2C=C(C3CC3)N(C3CC3)C=C2C(=O)C(C)(OC(=O)c2ccco2)C1=O (stereo not given)	114	16	-19	-9	106	3	103	0
COc1ccccc1/C=C/C(=O)N1CCOCC1	96	-4	7	2	91	-6	97	30
O/N=C1\CCCc2oc3c(c21)CCCC3	94	2	3	-2	99	3	98	1
CCOC(=O)c1sc(-n2[nH]c(C)cc2=O)nc1C	101	7	-1	4	89	0	88	-1
CC1(C)CC(NS(=O)(=O)c2ccccc2)CC(C)(C)N1	92	-13	-4	5	91	1	95	2
CCCCN(C(=O)CCC(=O)Nc1cc(C)on1)C(C(=O)NC1CCCC1)c1ccc(OCC)cc1 (stereo not given)	105	0	-8	4	92	1	103	-3
Cc1nn(C)cc1/C=N/NC(=O)c1sc2ccccc2c1Cl	114	-5	-6	-3	108	-1	102	11
CCc1ccc(NC(=O)C2CCCN(S(=O)(=O)c3cccs3)C2)cc1 (stereo not given)	97	-3	7	9	86	0	92	5
CCOc1cc(NC(=S)NCC2CCCO2)c(OCC)cc1NC(=O)c1ccccc1F (stereo not given)	91	13	0	1	94	-7	92	5
COc1ccccc1N(CC(=O)NC1CCCC1)C(=O)CCC(=O)Nc1cc(C)on1	106	-2	12	-4	·	-6	96	0
COc1ccccc1CCNC(=O)c1csc2c1CCCC2	99	1	0	-3	115	11	95	19
COc1ccc(-c2cc3c(=O)n(CC(=O)NCCCN4CCC(N5CCCCC5)CC4)nc(C)n3n2)cc1	113	-7	-5	2	102	-12	105	-1
COc1ccc(N2CCN(C(CNC(C)=O)c3ccc4c(c3)OCO4)CC2)cc1 (stereo not given)	98	2	-1	5	102	-2	100	1
Cc1ccc(C(CNC(=O)Nc2ccc(Cl)cc2)N2CCN(C)CC2)cc1 (stereo not given)	101	-16	0	9	95	2	97	0
CCn1cc(C(=O)Nc2ccc3c(c2)OCCO3)c2cc(OC)c(OC)cc2c1=O	102	-4	-6	11	104	8	103	16
O=C(N/N=C/c1cccnc1)c1ccccc1OCc1ccc(Br)cc1	104	-14	6	-7	104	-10	99	12
O=C(NCCOc1ccccc1)C1CCCN1C(=O)c1cccs1 (stereo not given)	99	-5	-1	0	92	0	96	2
Cc1ccc(N2CC(O)=C(c3nc4ccccc4c(=O)[nH]3)C2=N)cc1C	99	12	7	2	93	6	96	1
C=CCN=C1S/C(=C\c2ccc(Cl)cc2)C(=O)N1CC=C	88	15	5	-2	111	6	100	-2
O=C(CC(CC(=O)c1ccccc1)c1ccccc1)c1ccccc1	92	-11	9	3	·	-4	86	3
Cc1ccc(S(=O)(=O)N2CCN(C(=O)CNC(=O)c3ccc(Br)o3)CC2)cc1	101	9	3	-6	107	12	100	3
CCOC(=O)CN(c1ccccn1)S(=O)(=O)c1ccc(OC)cc1	95	17	-2	-6	101	-9	94	8
O=C(CSc1nnc(NC(=O)c2c(F)cccc2F)s1)NCc1ccc(F)cc1	104	-7	1	2	104	0	96	-1
COc1cccc(-c2csc(N3CCN(C(=S)Nc4ccccc4Cl)CC3)n2)c1	99	2	-11	-8	100	-12	94	10
Cc1ccccc1CSCC(=O)Nc1ccccc1Br	108	13	3	-2	105	0	106	4
O=C(C1=C[C@@H](C2CCCCC2)C[C@@H](OCCCCO)O1)N1CCN(Cc2ccccc2)CC1	104	-33	-10	-1	97	3	99	0
Cn1nc(-c2ccccc2)c(CN2CCN(c3ncccn3)CC2)c1Cl	99	-13	-10	2	93	-9	97	0
Cc1ccc(C(=O)OC(C)C(=O)NC2CCCCC2C)cc1S(=O)(=O)N1CCOCC1 (stereo not given)	119	7	-3	3	105	1	102	2
CSCCC(NC(=O)c1ccccc1)C(=O)N1CCN(C(=O)c2ccccc2)CC1 (stereo not given)	97	·	2	5	97	·	99	0
Cc1noc(C)c1CSc1ncnc2ccccc12	93	-12	1	12	92	9	91	20

15 entries already listed, sorted by heavy-atom count, rising:
SMILES	MEP2 TOR yeast	ZTA counter	procasp7 counter	procasp3 activ	LAP4 TOR yeast	EBNA-1 inh	RPL19A-GFP yeast	AHR act
Cc1noc(C)c1CSc1ncnc2ccccc12	93	-12	1	12	92	9	91	20
Cc1ccccc1CSCC(=O)Nc1ccccc1Br	108	13	3	-2	105	0	106	4
C=CCN=C1S/C(=C\c2ccc(Cl)cc2)C(=O)N1CC=C	88	15	5	-2	111	6	100	-2
Cc1nn(C)cc1/C=N/NC(=O)c1sc2ccccc2c1Cl	114	-5	-6	-3	108	-1	102	11
CCOC(=O)CN(c1ccccn1)S(=O)(=O)c1ccc(OC)cc1	95	17	-2	-6	101	-9	94	8
O=C(CC(CC(=O)c1ccccc1)c1ccccc1)c1ccccc1	92	-11	9	3	·	-4	86	3
Cn1nc(-c2ccccc2)c(CN2CCN(c3ncccn3)CC2)c1Cl	99	-13	-10	2	93	-9	97	0
Cc1ccc(C(CNC(=O)Nc2ccc(Cl)cc2)N2CCN(C)CC2)cc1 (stereo not given)	101	-16	0	9	95	2	97	0
Cc1ccc(S(=O)(=O)N2CCN(C(=O)CNC(=O)c3ccc(Br)o3)CC2)cc1	101	9	3	-6	107	12	100	3
COc1ccc(N2CCN(C(CNC(C)=O)c3ccc4c(c3)OCO4)CC2)cc1 (stereo not given)	98	2	-1	5	102	-2	100	1
CSCCC(NC(=O)c1ccccc1)C(=O)N1CCN(C(=O)c2ccccc2)CC1 (stereo not given)	97	·	2	5	97	·	99	0
Cc1ccc(C(=O)OC(C)C(=O)NC2CCCCC2C)cc1S(=O)(=O)N1CCOCC1 (stereo not given)	119	7	-3	3	105	1	102	2
CCOc1cc(NC(=S)NCC2CCCO2)c(OCC)cc1NC(=O)c1ccccc1F (stereo not given)	91	13	0	1	94	-7	92	5
O=C(C1=C[C@@H](C2CCCCC2)C[C@@H](OCCCCO)O1)N1CCN(Cc2ccccc2)CC1	104	-33	-10	-1	97	3	99	0
COc1ccc(-c2cc3c(=O)n(CC(=O)NCCCN4CCC(N5CCCCC5)CC4)nc(C)n3n2)cc1	113	-7	-5	2	102	-12	105	-1

Next part
SMILES	MEP2 TOR yeast	ZTA counter	procasp7 counter	procasp3 activ	LAP4 TOR yeast	EBNA-1 inh	RPL19A-GFP yeast	AHR act
CCOc1ncccc1C(=O)OCC(=O)Nc1ccc(C(C)C)cc1	104	4	-5	5	92	2	103	2
CC(C)CN(C(=O)c1cc(=O)[nH]c2ccccc12)c1c(N)n(Cc2ccccc2)c(=O)[nH]c1=O	104	4	-1	3	107	3	101	0
Cc1cccc(C(=O)O/N=C(/c2ccccc2)c2ccncc2)c1	100	0	9	2	126	-1	93	1
Cc1cc(N/N=C/c2cccc([N+](=O)[O-])c2)nc(-n2nc(C)cc2C)n1	104	7	4	6	107	6	97	13
Cc1cc(C)c(NC(=O)COC(=O)C2=COCCO2)c(Cl)c1	101	-15	4	-5	100	-12	103	-1
CCc1ncc(CN2CCC(C(=O)Nc3ccc(-n4nc(C)cc4C)cc3)CC2)cn1	96	12	0	10	94	-2	102	-3
CCCCP(=O)(CCCC)Cc1ccccc1O	97	13	7	-1	101	0	97	5
COc1ccc(-c2n[nH]c3c2CN(C(=O)c2ccc(F)cc2)CC3)cc1	89	-14	7	4	81	-11	90	12
C=CCn1c(=O)c2c(nc3n2CC(C)CN3Cc2ccccc2)n(C)c1=O (stereo not given)	104	-5	13	-9	103	2	102	2
CCN(C(=O)COC(=O)c1ccc(OCc2c(C)noc2C)cc1)c1ccccc1	94	-2	5	-7	105	-2	101	0
O=C(c1ccccc1)c1coc2ccc(O)c(Cl)c12	99	-13	1	2	124	-8	91	-1
Cc1ccc(CN(C)C(=O)c2ccccc2Sc2ccccc2C#N)cc1	90	0	-7	0	112	2	97	5
Cc1ccc(-c2nc(C#N)c(NCCc3ccccn3)o2)cc1	117	2	9	15	125	6	109	73*
COc1ccc(C(=O)c2ccc(CC#N)s2)cc1	102	10	-8	-5	109	1	100	-8
O=C(Nc1ccc(C(F)(F)F)cc1)C1=NN(C2CCS(=O)(=O)C2)C(=O)CC1 (stereo not given)	95	8	0	7	97	·	94	-1
O=C(CSc1nnc(CNC(=O)c2cccs2)o1)NC1CCCC1	106	1	3	-1	101	4	100	0
CC(=O)c1cccc(N2C(=O)C3C4CCC(C4=C(C)C)C3C2=O)c1 (stereo not given)	94	5	-9	11	93	15	91	0
Cc1cc(C)cc(NC(=O)CN(C)S(=O)(=O)c2cnc[nH]2)c1	102	-4	8	4	99	-6	99	6
COc1ccc(C(=O)N/N=C/c2c(C)nn(-c3ccccc3)c2OC)cc1	100	6	8	-5	105	3	98	-1
CCOCCCn1c(SCC(=O)NC2CCCC2)nc2ccccc2c1=O	98	-3	9	10	100	-14	99	-1
O=C(C[C@H]1C/C=C/CC[C@H](Cc2ccc(F)cc2)C(=O)O[C@H](c2ccccc2)CNC1=O)NCCO	96	·	0	-1	84	·	88	-1
COc1ccc(S(=O)(=O)N2CCOCC2)cc1C(C)C	103	-1	-2	3	98	0	101	-1
O=P(O)(OCc1ccccc1)OCc1ccccc1	96	1	-5	8	112	·	102	0

Screening data from PubChem.
